# RT RNaseH block: HIV-1 RT RNase H inhibitors, primary screen, biochemical, fluorescence; Gag-Pol polyprotein (Human immunodeficiency virus type 1 group M subtype B (isolate …; RT-RNase H RNA/DNA duplex cleavage; inhibition, % at 10 µM; 1.9% of 65,000 active; in the data active = inhibition above about 50%
# RmlCD inh mix: RmlC and RmlD coupled enzyme inhibitors, primary screen, biochemical, 384-well, compound mixtures, retest; RmlC/RmlD coupled enzyme inhibition, 384-well mixture HTS; inhibition, % at 5.5 µM; 0.39% of 110,000 active; in the data active = inhibition above about 30%, passing the limit was not always enough; inconclusive = no clear call, values can overlap the other calls; also: strong numbers were not always called active
# * = called active by the depositor; ? = inconclusive; / = no result given; & = joins results of further samples. This is a subset (hit frequency here may not be typical).
# Values run as follows: RT RNaseH block	RmlCD inh mix
> Cc1cccc(/C=N\Nc2cn[nH]c(=O)c2Cl)c1
→ /	26
> O=C(NC1CCS(=O)(=O)C1)C12CC3CC(CC(C3)C1)C2 (centres undefined)
→ -15	-15
> Cc1cccc(NC(=O)N2CCN(Cc3ccccc3)CC2)c1
→ /	-18
> COc1ccc(OC)c(C2C(C(N)=O)=C(C)Nc3nc(CCCO)nn32)c1 (centres undefined)
→ -3	-2
> O=C(CN1CCC(n2nnc3cc(F)ccc32)CC1)N1CCc2ccccc2C1
→ -1	6
> COc1ccccc1NC(=O)CSc1nnc(Cn2cnc3ccccc32)n1C
→ -9	-11
> O=S(=O)(NC(=NC1CCCC1)C(F)(F)F)c1ccccc1
→ -2	8
> CCOc1cc(C)c(S(=O)(=O)N2CCCC2)cc1C
→ -14	-1
> O=C1OCc2cccc3cccc1c23
→ -68	?
> CC1Cc2nc(SCC(=O)Nc3nc4ccccc4s3)n(C)c(=O)c2S1 (centres undefined)
→ /	-11
> COCCN1Cc2cccc(C(=O)Nc3c(C)cccc3C)c2C1=O
→ 58*	-21
> Cc1ccc(NC(=O)CCC(=O)NNC(=O)c2ccco2)cc1C
→ /	8
> CCC12CN3CC(CC)(CN(C1)C3c1c(O)ccc3ccccc13)C2=O (centres undefined)
→ -10	4
> Cc1cc(C(=O)Nc2c(F)cc(F)cc2Br)no1
→ 3	0
> S=c1nc(-c2ccccc2)n(CCCn2ccnc2)c2c1CCCC2
→ 5	-6
> O=S(=O)(NCc1ccco1)N1CCOCC1
→ -5	13
> O=C(O)c1ccc2noc(-c3ccccc3)c2c1
→ -4	9
> N#Cc1cc2c(nc1SCC(=O)N1CCCCC1)CCCCC2
→ 11	-12
> Cc1[nH]c2ccccc2c1[C@H]1[C@@H](CC#N)C1(C)C
→ /	-14
> CC(C)C(c1nnnn1C1CCCC1)N1CCc2ccccc21 (centres undefined)
→ -16	-80
> COc1cccc(C(=O)NC2CCN(C(=O)N3c4ccccc4Sc4ccccc43)CC2)c1
→ /	-5
> CCOC(=O)N1CCC(Nc2c(-c3ccc(C)c(C)c3)c(=O)c2=O)CC1
→ 0	-3
> N#Cc1nc(-c2ccco2)oc1NCc1ccc(F)cc1
→ -19	/
> O=c1[nH]snc1-c1c(Cl)cccc1Cl
→ /	-16
> CCCN1CCN(CCCNC(=O)Cn2cc3c(n2)CCCC3)CC1
→ -5	-2
> CCN1CCn2c3c(c4cc(Br)ccc42)CCCC31 (centres undefined)
→ -14	21
> CC(C)Oc1ccc(C(=O)NC(C)(C)CO)cc1
→ /	-5
> COCCn1c(SC(C)C(=O)Nc2ncc(Cl)cc2Cl)nc2ccccc21 (centres undefined)
→ /	6
> CCn1c(=O)c2ccccc2n2c(SCC(=O)NCc3cccs3)nnc12
→ 8	-10
> CCOc1ccc(N=C(NC#N)SCC(=O)NC2CC2)cc1
→ -5	1
> CC(C)CNC(=O)NC(=O)COc1c(F)c(F)cc(F)c1F
→ /	-4
> COc1cccc(SCc2noc(C(=O)NCc3ccccc3)c2C(=O)NCc2ccccc2)c1
→ /	-1
> CC(C)C[C@H](NC(=O)NCCc1ccc(Cl)cc1)C(=O)O
→ -1	2
> CCOC(=O)C1=C(c2ccccc2)Nc2nc(C)nn2C1c1cccc(OC)c1OC (centres undefined)
→ 1	-14
> CCCC(c1nnnn1C(C)(C)CC)N1CCN(C2CCCC2)CC1 (centres undefined)
→ -10	4
> CN1CCN(C(=O)C(C(=O)c2ccc(F)cc2)n2ccccc2=O)CC1 (centres undefined)
→ /	6
> O=C(O)c1ccc(-n2nc(C(F)(F)F)c3c2-c2ccoc2CC3)cc1
→ -4	-10
> Cc1cc(NC(=O)CSc2nc(C(C)C)nc3ccccc23)no1
→ /	14
> COc1ccc(NS(=O)(=O)c2ccc(N3C(=O)CCC3=O)cc2)cc1
→ /	-13
> Cc1cc2c(s1)c1cnn(Cc3ccccc3F)c(=O)c1n2C
→ -2	-3

# The closing five entries of the part before are carried over, then new ones follow:
# Values run as follows: RT RNaseH block	RmlCD inh mix
> CN1CCN(C(=O)C(C(=O)c2ccc(F)cc2)n2ccccc2=O)CC1 (centres undefined)
→ /	6
> O=C(O)c1ccc(-n2nc(C(F)(F)F)c3c2-c2ccoc2CC3)cc1
→ -4	-10
> Cc1cc(NC(=O)CSc2nc(C(C)C)nc3ccccc23)no1
→ /	14
> COc1ccc(NS(=O)(=O)c2ccc(N3C(=O)CCC3=O)cc2)cc1
→ /	-13
> Cc1cc2c(s1)c1cnn(Cc3ccccc3F)c(=O)c1n2C
→ -2	-3
> c1ccc(-n2cnnc2SCc2cn3ccccc3n2)cc1
→ -8	-5
> Cc1ccc(C)c(Oc2coc3cc(OC(=O)c4cccs4)ccc3c2=O)c1
→ /	11
> O=C(CSc1nnc(Cc2cc(=O)[nH]c(=O)[nH]2)n1-c1ccc(F)cc1)NC1CCCC1
→ -6	10
> CN1CCOCCOCCN(C)C(=O)N2CCOCCOCCN(CCOCC2)C1=O
→ /	13
> Cc1ccc(C)c(NC(=S)NC(NC(=O)/C=C/c2ccccc2)C(Cl)(Cl)Cl)c1 (centres undefined)
→ /	5
> O=S(=O)(Cc1ccc(Cl)cc1)NCC1CCCO1 (centres undefined)
→ -10	-17
> c1cncc(C2CC(c3cccs3)n3ncnc3N2)c1 (centres undefined)
→ -18	2
> COc1ccc(/C=N/n2c(C)nnc2C)c(OC)c1OC
→ -7	8
> CCN1CCN(C(=O)CN(c2cc(OC)ccc2OC)S(C)(=O)=O)CC1
→ -6	9
> Cn1c(=O)c2c(ncn2Cc2ccc(Cl)c(Cl)c2)n(C)c1=O
→ -28	7
> CCO/N=C(/c1nonc1N)N1CCN(c2ccc([N+](=O)[O-])cc2)CC1
→ /	-96
> Clc1ccc(CO/N=C/c2c(-c3ccccc3)nc3n2CCS3)c(Cl)c1
→ /	-1
> CCCn1c(SCC(=O)c2cc(OC)ccc2OC)nc2c1c(=O)n(C)c(=O)n2C
→ 2	/
> Cn1c(Cc2ccc3c(c2)OCO3)nnc1SCC(=O)N1CCc2ccccc2C1
→ 21	32
> N#Cc1c(NC(=O)Cn2c(=O)oc3ccccc32)oc(-c2ccccc2)c1-c1ccccc1
→ -12	9
> CC(=NC1CC1)c1c(-c2ccccc2)[nH]n(-c2nc3ccccc3s2)c1=O
→ /	7
> O=C(NC(Cc1ccccc1)C(=O)OCC(=O)N1CCc2ccccc21)c1ccco1 (centres undefined)
→ -21	8
> O=C(NCc1ccc(F)cc1)c1ccc(CS(=O)(=O)Cc2ccccc2F)o1
→ -16	9
> Cc1cc(C2C(C#N)=C(N)OC3=C2C(=O)CCC3)c(C)s1 (centres undefined)
→ /	-11
> O=C(NCCSCc1ccco1)c1ccc(CN2CCOCC2)cc1
→ 0	-15
> COc1ccc(-c2nnn(CC(=O)c3ccc4c(c3)OCCO4)n2)cc1OC
→ -13	158
> COc1ccc(-c2nnc(N(C)C(=O)C3CCOC3)s2)cc1 (centres undefined)
→ /	4
> CN(C)C1(c2nnnn2-c2ccc(Cl)cc2)CCCCC1
→ -25	-11
> Cc1c(Cl)cccc1NC(=O)CSc1nnc(CCNC(=O)OC(C)(C)C)o1
→ 0	8
> Cc1nc(NNC(=O)c2ccccc2)cc(-c2ccccc2)n1
→ /	7
> O=C(CSc1cccs1)Nc1ccc2ccccc2c1
→ /	-31
> CC(=O)NCC(=O)OCC(=O)c1ccccc1
→ /	-4
> O=C(CCCOc1ccccc1)N1CCN(c2ccccc2)CC1
→ /	-8
> Cc1ccc2c(c1)c(C)c(C)n2CC(O)Cn1nc(C)cc1C (centres undefined)
→ -8	2
> O=C(Nc1cc(N2CCOCC2)ncn1)NC1(C(F)(F)F)Oc2ccc(Cl)cc2O1 (centres undefined)
→ 62*	-4
> Cc1ccc(C)c(S(=O)(=O)NCc2ccc(C(=O)N3CCN(C)CC3)cc2)c1
→ 1	8
> COc1ccc(S(=O)(=O)Nc2ccc(O)c3ccccc23)cc1
→ 92*	10
> O=C(CSc1nnc(Cc2ccccc2)n1Cc1ccccc1)NCc1ccco1
→ /	-16
> O=C(Nc1cccnc1)c1ccc(COCC(F)(F)F)cc1
→ -12	-12
> Cc1ccc(-n2nc(C(=O)N3CCOCC3)cc2-c2ccc(Cl)cc2)cc1
→ /	2
> Cc1coc2c1c(C)cc1oc(=O)c(Cc3ccccc3)c(C)c12
→ /	5
> CC1(C)S[C@@H]2[C@H](NC(=O)[C@H](N)c3ccccc3)C(=O)N2[C@H]1C(=O)O
→ -3	-5&-10
> COCCn1c(SCC(=O)Nc2cccc(C(=O)OC)c2)nc2ccccc2c1=O
→ -32	3
> Cc1nn(CCC(=O)O)c2nc(-c3cccnc3)cc(C(F)(F)F)c12
→ -8	3
> CC(=O)Nc1ccc(S(=O)(=O)n2cnc3ccccc32)cc1
→ /	7
> CCOc1ccccc1N1CC(O)=C(c2nc3ccccc3s2)C1=N
→ -4	7
> CCn1c(SCC(=O)Nc2sc3c(c2C#N)CCCC3)nnc1-c1ccncc1
→ /	0
> CN1C(=O)/C(=N/OC(=O)c2ccccc2)c2ccccc21
→ /	-3
> COC(=O)c1ccc(C)c(N(CCO)CCO)c1
→ -9	-4
> COc1ccc(S(=O)(=O)NNC(=O)c2csc(-n3nc(C)cc3C(F)(F)F)n2)cc1OC
→ /	-18
> CC1=CC(C)C(/C=N/n2cnnc2)C(C)C1 (centres undefined)
→ -25	-6
> COc1ccc2[nH]cc(C(=O)CN3CCN(C4CCCCC4)CC3)c2c1
→ -6	2
> COc1nc(N2CCOCC2)nc(-n2cccc2)n1
→ -21	7
> CC(C)C[C@@H](CSc1ccc(Br)cc1)N1CCN(CC(C)C)CCC1=O
→ /	7
> CCOC(=O)/C=C1\NC(C)(C)Cc2cc(OC)c(OC)cc21
→ /	9
> CCn1c(CCNC(=O)c2cccs2)nnc1SCC(=O)c1ccc(OC)cc1
→ 57*	-6
> CCN1CCN(C(=O)CCN2C(=O)COc3ccc(C)cc32)CC1
→ 15	-13
> CC12CC(NC(=O)N1c1cccc(C(=O)N3CCN(c4ccccc4)CC3)c1)c1ccccc1O2 (centres undefined)
→ -5	6
> CCOCCCNC(=O)NC12CC3CC(CC(C3)C1)C2
→ 7	-4
> CCSC1=C(C#N)C2(CCCCC2)C(C#N)=C(N)N1
→ -10	1
> c1ccc2nc(-c3ccc(N4CCOCC4)cc3)ccc2c1
→ /	68
> COC(=O)CNC(=O)c1ccc(C)s1
→ /	-10
> Cn1nc([N+](=O)[O-])c2c(-c3nc4ccccc4s3)c(N)n(C3CCCCC3)c2c1=O
→ /	7
> O=C(CCc1nc2ccccc2[nH]c1=O)OCC(=O)c1cccc2ccccc12
→ /	-5
> CN1CCN(C(=O)CCC(=O)c2ccc(F)cc2)CC1
→ -1	18

# Following part
# Values run as follows: RT RNaseH block	RmlCD inh mix
> COc1cc(C(=O)N2CCN(C(=O)C(Cc3cc(C)ccc3C)NC(C)=O)CC2)cc(OC)c1OC (centres undefined)
→ -1	12
> CCCCCCCSc1cc(OC)c(CCNC)cc1OC
→ /	4
> CCCCC(=O)Nc1ccc(N2CCN(C(=O)CC)CC2)cc1
→ 29	-6
> CC(C)n1nc(C(=O)Nc2nc3ccc(S(C)(=O)=O)cc3s2)c2ccccc2c1=O
→ 3	25
> COc1ccc(/C=C/C(=O)Nc2nc(C)cc(C)n2)cc1OC
→ /	11
> Cc1ccc(N2CCN(c3cc(C)nc4nc(C)nn34)CC2)c(C)c1
→ 1	/
> COc1ccc(C2=C(O)C(C)N(c3ccccc3)C2=N)cc1OC (centres undefined)
→ -16	-7
> COc1ccc(CCCc2nnc(SCC(=O)Nc3nc(C)cs3)n2C)cc1
→ -19	-9
> Cc1cc(C)nc(NS(=O)(=O)c2ccc(Br)s2)c1
→ -30	5
> CCCn1c(-c2ccc(OC)cc2)nc2nc3ccccc3nc21
→ -7	32
> COc1ccc(S(=O)(=O)N2Cc3ccccc3CC2C(=O)Nc2nccs2)cc1OC (centres undefined)
→ -1	-16
> Cc1cc(C)c2c(N)c(C(=O)N3CCN(c4ncccn4)CC3)sc2n1
→ -3	-16
> Cc1ccc(NS(=O)(=O)c2cn(C)cn2)cc1
→ -15	-7
> CCNc1nc(NCC)nc(C(=O)NN)n1
→ /	12
> O=C(O)CCC(=O)OCC1CCCO1 (centres undefined)
→ -5	-15
> O=C1CCCCCN1C(=O)c1cccc(C(=O)N2CCCCCC2=O)c1
→ -7	-15
> COc1ccccc1NC(=O)NC1(C(=O)N2CCCCCC2)CCCCC1
→ /	-18
> COc1ccc(C)cc1-n1nnnc1SCC1CCCCO1 (centres undefined)
→ 9	-5
> CC(C)OC(=O)c1cc(NC(=O)C2C3CCC(O3)C2C(=O)O)cc(C(=O)OC(C)C)c1 (centres undefined)
→ -3	-7
> Cn1nnnc1SCC(=O)N1c2ccccc2Sc2ccccc21
→ -48	-14
> Cc1ccc(NS(=O)(=O)c2cc(C(=O)NCCSC3CCCCC3)ccc2C)cc1
→ /	7
> O=c1c2[nH]c3ccccc3c2ncn1CCN1CCNCC1
→ -1	10
> c1cc(Nc2ncnc3sccc23)cc(-c2nnc3n2CCCCC3)c1
→ 4	20
> Cc1ccc(C(=O)Nc2ccon2)cc1S(=O)(=O)N1CCCC1
→ /	0
> Cc1ccc(-c2ccc(/C=N/NC(=O)CN3CCCC3)o2)cc1Cl
→ /	13
> CNC(=O)c1[nH]cnc1C(=O)Nc1cccc(OC)c1
→ -3	-3
> CSc1nc(Cl)cc(N(CCO)CCO)n1
→ /	8
> COc1cc(SC)ccc1C(=O)N(C)Cc1ccccc1
→ /	11
> CCOC(=O)CSc1nc2cc(C)ccc2cc1C#N
→ -20	5
> O=C(c1ccc(Cl)cc1)c1oc2ccccc2c1CS(=O)(=O)c1ccccc1
→ /	-12
> CN(C)c1oc(-c2ccccc2Cl)nc1S(=O)(=O)c1ccccc1
→ -47	-10
> COc1ccc(NCc2ccc3c(c2)OCO3)cc1Cl
→ -20	8

# 2 compounds drawn at random from those above, as already listed:
# Values run as follows: RT RNaseH block	RmlCD inh mix
> Cc1ccc(NS(=O)(=O)c2cc(C(=O)NCCSC3CCCCC3)ccc2C)cc1
→ /	7
> CCOC(=O)CSc1nc2cc(C)ccc2cc1C#N
→ -20	5

# High-throughput results deposited in PubChem BioAssay by several laboratories.
